AMA1-RON2 inh – AMA1-RON2 (P. falciparum) interaction inhibition. AlphaScreen AMA1-biotinylated RON2 peptide binding. Potency, µM (doses to about 58.2 µM), without a hit: at the highest dose activity change, negative = inhibition, actives largely listed as inhibitors. 360,000 compounds, 0.2% hits. AID 720542;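 further: potency means the concentration at half of the fitted maximal effect; 0% = vehicle wells and -100% = peptide control; nearly all actives have a fitted effect of over 45% in size; some results filed as inactive show a strong effect at the top dose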
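AMA1 (3D7) with his tag at 25 nM final met compounds first, then biotinylated RON2 peptide at 25 nM; detection used donor plus acceptor beads, 10 µg/mL apiece, read by AlphaScreen after 30 min at room temperature.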
HCV inh – HCV inhibition; Huh7.5.1 HCVcc-Cre infection, luciferase reporter, 44 h; Potency, µM (top dose mostly 41.8 µM), for inactives: top-dose activity change, negative = inhibition, actives largely listed as inhibitors; 340,000 compounds, 3.4% hits; AID 651820; further: potency means the concentration at half of the fitted maximal effect
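A cell-based infection assay in which seeded cells (1,000 per well) receive test compound after 4 h, are inoculated with HCVcc-Cre at approximately 0.5 moi, and are incubated 44 h before luminescence detection.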
AmpC inh detg – inhibitors of E. coli AmpC beta-lactamase with detergent. AID 485294. P00811. AmpC hydrolysis of nitrocefin, absorbance 480 nm, 0.01% Triton. Potency, µM (titrated, usually from 114 µM), for the others: top-dose activity change, negative = inhibition, most hits filed as inhibitors. 370,000 compounds, 0.041% hits;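 further: potency means the concentration at half of the fitted maximal effect; 0% = no-compound wells and -100% = no-enzyme wells; nearly all actives have a fitted effect of over 25% in size; some results filed as inactive show a strong effect at the top dose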
Target sequence (P00811 whole entry, looked up): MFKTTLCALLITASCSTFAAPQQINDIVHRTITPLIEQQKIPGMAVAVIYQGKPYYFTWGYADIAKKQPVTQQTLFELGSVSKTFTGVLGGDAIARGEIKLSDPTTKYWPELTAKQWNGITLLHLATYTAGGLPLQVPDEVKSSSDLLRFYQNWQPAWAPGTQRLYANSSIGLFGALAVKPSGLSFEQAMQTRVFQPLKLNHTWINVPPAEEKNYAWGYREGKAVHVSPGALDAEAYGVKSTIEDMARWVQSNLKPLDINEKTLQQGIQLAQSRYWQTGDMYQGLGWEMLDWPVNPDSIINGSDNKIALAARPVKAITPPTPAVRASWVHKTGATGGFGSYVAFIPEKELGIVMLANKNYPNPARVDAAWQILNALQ
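AmpC (5.3 nM in the dispensed reagent) in 20 mM phosphate pH 7.0 with 0.01% (detergent screen) or 0.0001% Triton X-100 was preincubated with compounds for 15 min at room temperature. Nitrocefin was then added from an 800 uM solution, and hydrolysis was followed at 480 nm.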
Giardia FBPA inh – blocks Giardia fructose-bisphosphate aldolase activity; purified Giardia FBPA; Potency, µM (doses to about 59.6 µM), inactives show top-dose activity, negative = inhibition, actives largely listed as inhibitors; A8B2U2; 290,000 compounds, 0.71% hits; further: potency means the concentration at half of the fitted maximal effect; nearly all actives have a fitted effect of over 55% in size
Target sequence (A8B2U2 whole entry, looked up): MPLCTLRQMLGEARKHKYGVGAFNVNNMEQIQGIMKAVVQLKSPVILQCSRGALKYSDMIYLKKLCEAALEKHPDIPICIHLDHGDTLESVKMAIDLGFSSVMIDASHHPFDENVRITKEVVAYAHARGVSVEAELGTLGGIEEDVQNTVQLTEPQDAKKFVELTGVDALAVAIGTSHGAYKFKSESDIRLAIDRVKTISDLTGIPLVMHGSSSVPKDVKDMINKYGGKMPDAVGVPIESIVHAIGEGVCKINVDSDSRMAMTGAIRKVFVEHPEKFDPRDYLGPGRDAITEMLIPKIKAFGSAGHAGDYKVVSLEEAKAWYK
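Giardia FBPA (40 nM reagent) was preincubated 10 min at RT with compound (up to 57.5 uM final), then substrate plus GAPDH/TPI/NAD/arsenate coupling system with diaphorase/resazurin was added; resorufin fluorescence (525/598 nm) was read after 20 min.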
Sm TGR block – inhibitors of Schistosoma mansoni thioredoxin glutathione reductase. Q962Y6. purified TGR, DTNB reduction, TNB absorbance 405 nm. Potency, µM (titrated, usually from 114 µM), without a hit: top-dose activity change, negative = inhibition, most hits filed as inhibitors. 360,000 compounds, 3% hits. AID 485364; further: potency means the concentration at half of the fitted maximal effect; nearly all actives have a fitted effect of over 60% in size
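First, TGR (20 nM dispensed) and NADPH were mixed with compound. Second, a 15 min room-temperature incubation followed. Third, further NADPH and then DTNB were added to start the reaction. Finally, TNB absorbance was monitored kinetically.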
HCMV antiviral – human cytomegalovirus inhibition | HFF cells, HCMV-luciferase reporter, 72 h; stronger effect = lower value | activity change, negative = inhibition, % at 57.5 µM | 410,000 compounds, 4.5% hits | AID 1259415; in the data active means activity change below about -60%; inconclusive means no clear call, values can overlap the other calls; inactive means above about -39%
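Human foreskin fibroblasts infected with luciferase-reporter HCMV at MOI 1 PFU/cell, compounds at two doses. Luciferase measured 72 h post infection; normalized to buffer-only basal and Salinomycin (10uM) controls.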
* = called active by the depositor; u = inconclusive; x = no result given; & = joins results of further samples; [ ] = dose if it differs, or a comment. Unless noted, the call rests on the fitted dose curve; in most records, active means well fitted curve in the direction sought with a large enough effect; inconclusive means small, poorly fitted or top-dose-only effect, or another doubt; inactive means no such curve, though single readings can be large; an effect the other way counts as inactive or inconclusive. Unless noted, on the % scale 0 is the no-effect control and ±100 the full control effect. Outcome played no part in choosing rows; 9.3% or so of the library scored in one or more.

SMILES	AMA1-RON2 inh	HCV inh	AmpC inh detg	Giardia FBPA inh	Sm TGR block	HCMV antiviral
O=C(CCCCCN1C(=O)CCC1=O)Nc1ccc2c(c1)OCO2	-4%	-3%	-9%	0%	-13%	44
O=C(CCN1C(=O)/C(=C/c2ccccc2Cl)SC1=S)NNC(=O)c1ccccc1O	16%	-30%	-11%	4%	1%	21
Cc1ccc(C)c(SCC(=O)OCC(=O)NCc2ccccc2)c1	31%[activator]	12%	2%	1%	0%	-7
O=C1CC(=O)Nc2cc(S(=O)(=O)Nc3cccc(Br)c3)ccc2N1	x	x	-2%	x	-7%	-13
COc1ccc2nc(Nc3nc(CSc4nc5ccccc5[nH]4)cc(=O)[nH]3)nc(C)c2c1	-6%	14µM*	-11%	0%	-10%	-98*
Cc1cccc(C(=O)NCC(=O)OCC(=O)N2CC3(C)CC2CC(C)(C)C3)c1 (stereo not given)	8%[11.6 µM]	6%	-3%	8%	-5%	-3
O=S(=O)(c1ccccc1)N1CCN(C(c2ccccc2)c2ccc(OC(F)(F)F)cc2)CC1 (stereo not given)	-2%	-6%	u	-8%	-24%	33
CCOc1cc(N2CCOCC2)c(OCC)cc1NC(=O)c1ccc(OC(C)C)cc1	-10%	u	6%	-1%	1%	35
Cc1ccc(CC(=O)Nc2cccc(C#N)c2)cc1	-18%	-9%	9%	1%	x	6
CN(C(=O)CSc1cc(C(=O)c2nccn2C)c2ccccc2n1)c1ccccc1	u	-25%	-2%	-12%	u	-99*
O=c1[nH]c2ccccc2nc1-c1c[nH]c2ccccc12	34%[activator]	u	u	14%	-2%	110
COc1ccccc1NCCC(=O)OCC(=O)Nc1cc([N+](=O)[O-])ccc1F	2%	-1%	x	x	x	-15
O=C(CSc1nccn1C1CCCC1)Nc1cccc(F)c1	x	x	-6%	x	20%	-15
Cc1nc(C)c(C(=O)N/N=C/c2cc(Br)ccc2O)s1	62%[activator]	u	-17%	20%	-1%	-99*
COC(=O)C1=C(c2ccc(Cl)c(C(F)(F)F)c2)C[C@@H]2CC[C@H]1N2C(=O)NCC1CC1	-15%	u	0%	x	-8%	-23
CCCCNC(=O)COC(=O)c1cc(F)c(F)cc1Cl	6%	-8%	-4%	-2%	16%	28
CC(C)c1ccc(S(=O)(=O)N2CCN(C(=O)c3ccc(N4CCCC4)c([N+](=O)[O-])c3)CC2)cc1	u	u	0%	x	-3%	-16
COc1cccc(C(=O)NNC2OC(CO)C(O)C2O)c1 (stereo not given)	0%	2%	6%	0%	30%	-15
COc1ccc(C(=O)OCC(=O)NC(C)CCc2ccccc2)c(OC)c1 (stereo not given)	6%	-3%	2%	-6%	0%	-34
O=C(NCc1ccc(F)cc1)c1ccc(Cn2c(SCc3ccc(F)cc3)nc3cccnc32)cc1	x	x	23%	x	3%	16
CCn1nc(C(=O)OCC(=O)c2ccc(F)cc2)c2ccccc2c1=O	11%	20%	-5%	4%	-5%	-1
O=C(c1cccs1)N(Cc1ccco1)Cc1cc2ccccc2[nH]c1=O	-16%	-16%	-13%	4%	-24%	-36
N#CCCN1CCN(S(=O)(=O)c2ccc3c(c2)CCC3)CC1	12%	1%	-1%	x	0%	-28
O=C1CC2(CCN(C(=O)c3cccc(F)c3)CC2)Oc2ccccc21	1%	-6%	u	x	-3%	-16
CC(=O)NCCNC(=O)c1ccc2c(=O)n(CCc3ccccc3)c(=O)[nH]c2c1	x	x	-5%	x	-1%	13
CCCCSc1nnc(CSc2nc3nc(C)cc(C)n3n2)o1	34%[activator]	0%	-6%	0%	2%	21
CCCC(C(=O)Nc1ccc(S(=O)(=O)Nc2ncccn2)cc1)c1ccccc1 (stereo not given)	18%	5%	-2%	x	-10%	29
COCCn1cnc2c1c(=O)n(Cc1ccccc1C#N)c(=O)n2Cc1ccccc1	u	-1%	-12%	-11%	-24%	7
COc1ccc(S(=O)(=O)N(CC(=O)O)Cc2ccccc2)cc1OC	5%	26%	1%	14%	-4%	15
COC(=O)c1c(NC(=O)c2ccoc2C)sc(C)c1C	12%	7%	u	x	-10%	3
CCn1nc(C(=O)OC(C(=O)c2c[nH]c3ccccc23)c2ccccc2)c2ccccc2c1=O (stereo not given)	-11%	-13%	u	-5%	1%	u
CCN1C(=O)[C@H]2[C@@H](c3ccc(-c4cccc(Cl)c4)cc3)N[C@@](Cc3ccccc3)(C(=O)OC)[C@H]2C1=O	-14%	u	-6%	x	u	-5
Cc1ccc(C(=O)OCC(=O)c2c[nH]c3ccccc23)cc1S(=O)(=O)N1CCOCC1	-8%	-5%	-11%	x	0%	-12
O=C(Nc1ccccc1C(=O)N1CCCC1)c1cccc(S(=O)(=O)N2CCCCCC2)c1	13%	-5%	-2%	3%	7%	u
COc1cc(C(=O)Nc2ccc3c(c2)nc(C)n3C)cc(OC)c1OC	6%	-4%	u	-6%	9%	64
O=C(C1CCN(S(=O)(=O)Cc2ccccc2)CC1)N1CCN(c2ncccn2)CC1	u	-13%&1%	3%	0%	-1%	-6
O=C(N/N=C/c1ccccn1)c1ccc([N+](=O)[O-])cc1Cl	108%[activator]	-2%	u	14%	2%	38
Cc1sc2ncnc(SCC(=O)NC(C)(C)C)c2c1C	-27%	-6%	-1%	4%	-27%	-37
Cc1cccc(-c2nc3nc(C)cc(NCc4ccccc4Cl)n3n2)c1	x	x	-7%	x	u	-20
CC[C@]12c3[nH]c4cc(-c5ccco5)ccc4c3CCN1C(=O)[C@@H](CC(=O)NCc1ccc(OC)c(OC)c1)C[C@@H]2C(=O)N1CCN(C(=O)c2ccco2)CC1	u	u	x	x	x	-16

Of the compounds above, these have a nitro group on carbon.
SMILES	AMA1-RON2 inh	HCV inh	AmpC inh detg	Giardia FBPA inh	Sm TGR block	HCMV antiviral
COc1ccccc1NCCC(=O)OCC(=O)Nc1cc([N+](=O)[O-])ccc1F	2%	-1%	x	x	x	-15
CC(C)c1ccc(S(=O)(=O)N2CCN(C(=O)c3ccc(N4CCCC4)c([N+](=O)[O-])c3)CC2)cc1	u	u	0%	x	-3%	-16
O=C(N/N=C/c1ccccn1)c1ccc([N+](=O)[O-])cc1Cl	108%[activator]	-2%	u	14%	2%	38

Continuation:
SMILES	AMA1-RON2 inh	HCV inh	AmpC inh detg	Giardia FBPA inh	Sm TGR block	HCMV antiviral
O=C(O)c1ccccc1SCc1cn2cc(Cl)ccc2n1	-5%	9%	2%	u	x	1
CCCc1cc(C(=O)Nc2ccc(C(=O)c3ccccc3)cc2)n(C)n1	12%	16µM*	10%	x	15%	-40
COCCN(Cc1cc2cc(C)c(C)cc2nc1Cl)C(=O)Nc1ccccc1	40%[activator]	u	-15%	-1%	-8%	76
CCN(CC)C(=O)c1ccc2c(c1)nnn2C	-3%	3%	u	1%	2%	-9
O=C(Oc1ccccc1)N(c1ccccc1)c1ccccc1	-5%	16%	-12%	-2%	8%	1
CC(=O)Oc1ccc(OC(C)=O)c(SCCCCCCl)c1	-2%	11µM*	6%	-3%	-1%	-72*
COc1cc(NC(=O)c2ccc(F)cc2)c(OC)cc1NC(=O)CN1CCCCC1	-20%	u	-8%	-23%	-20%	u
C/C(=N\NC(=O)c1c(Br)c(C)nn1C)c1ccc(NC(=O)c2ccoc2C)cc1	-3%	u	0%	2%	8%	46
CCOc1ccccc1N(CC(=O)NC1CCCC1)C(=O)CCC(=O)Nc1cc(C)on1	9%	2%	u	6%	0%	-21
COc1cc(CCC(=O)OCC(=O)Nc2cc(S(=O)(=O)N3CCOCC3)ccc2Cl)cc(OC)c1OC	32%[activator][11.6 µM]	24%	x	x	x	-22
O=C(CCC(=O)Nc1ccc(F)cc1)N/N=C/c1c[nH]c2ccccc12	-5%	-8%	3%	-6%	3%	-10
COC(=O)c1sc(NC(=O)C(C)C)c(C(=O)OC)c1C	1%	-22%	14%	20%	0%	-16
COc1ccc(OCc2cc(C(=O)N(C)Cc3cc(C4CC4)n[nH]3)no2)c(Cl)c1	9%	u	-7%	u	u	-30
O=C(Nc1ccc(-c2nnc(-c3ccco3)o2)cc1)C(c1ccccc1)c1ccccc1	-3%	9%	-8%	1%	-3%	-29
Cc1ccccc1OCC(=O)O/N=C(\N)Cc1ccc(Cl)cc1	71%[activator]	u	-5%	3%	-20%	34
CC(C)(C)C(O)C(Cc1ccccc1Cl)n1cncn1 (stereo not given)	0%	7%	0%	2%	-7%	-14
O=c1[nH]c(/C=C/c2cccc(Br)c2)nc2ccccc12	10%	-28%	x	x	x	-35
N#Cc1ccc(CSc2nnc(-c3cccnc3)n2-c2ccccc2)cc1	-1%	6%	-13%	3%	1%	-1
O=C(Nc1cccc(C(=O)NC2CCCCC2)c1)c1ccccc1	-7%	-29%	-2%	6%	1%	-13
Cc1cccc(C)c1NC(=O)CN(C)S(=O)(=O)c1ccc2c(c1)n(C)c(=O)c(=O)n2C	x	x	0%	x	1%	11

Limited to Sm TGR block, AMA1-RON2 inh and Giardia FBPA inh, for 4 of the compounds above:
compound | Sm TGR block | AMA1-RON2 inh | Giardia FBPA inh
CC(=O)NCCNC(=O)c1ccc2c(=O)n(CCc3ccccc3)c(=O)[nH]c2c1 | -1% | x | x
Cc1cccc(-c2nc3nc(C)cc(NCc4ccccc4Cl)n3n2)c1 | u | x | x
O=C(CCCCCN1C(=O)CCC1=O)Nc1ccc2c(c1)OCO2 | -13% | -4% | 0%
CCN(CC)C(=O)c1ccc2c(c1)nnn2C | 2% | -3% | 1%

Later entries
SMILES	AMA1-RON2 inh	HCV inh	AmpC inh detg	Giardia FBPA inh	Sm TGR block	HCMV antiviral
Cc1ccc2c(c1)C(=O)CC1(CCCC1)O2	-12%	21%	-11%	10%	10%	18
Cn1cc(CNC(=O)C2CCC(=O)N(Cc3ccc(Cl)cc3)C2)cn1 (stereo not given)	2%	1%	1%	9%	9%	-24
COc1ccc(NC(=O)C(c2ccc(Cl)cc2)C(C)C)cn1 (stereo not given)	5%	-16%	0%	-12%	4%	x
CCn1cc(-c2cc(C(=O)O)on2)c(C)n1	-2%	17%	-5%	-3%	0%	-7
COc1ccc(S(=O)(=O)O/N=C2\CCCc3ccccc32)cc1	-12%	17%	1%	-27%	-33%	36

An excerpt of these results, comma-delimited.
structure,AMA1-RON2 inh,HCV inh,AmpC inh detg,Giardia FBPA inh,Sm TGR block,HCMV antiviral
Cc1ccc2c(c1)C(=O)CC1(CCCC1)O2,-12%,21%,-11%,10%,10%,18
Cn1cc(CNC(=O)C2CCC(=O)N(Cc3ccc(Cl)cc3)C2)cn1 (stereo not given),2%,1%,1%,9%,9%,-24
COc1ccc(NC(=O)C(c2ccc(Cl)cc2)C(C)C)cn1 (stereo not given),5%,-16%,0%,-12%,4%,x
CCn1cc(-c2cc(C(=O)O)on2)c(C)n1,-2%,17%,-5%,-3%,0%,-7
COc1ccc(S(=O)(=O)O/N=C2\CCCc3ccccc32)cc1,-12%,17%,1%,-27%,-33%,36

High-throughput results: PubChem BioAssay, National Center for Advancing Translational Sciences (NCATS)
